Source: PubChem BioAssay
TNFa cytotox: toxic to HUVEC cells under TNF alpha stimulation; HUVEC TNFalpha-stimulated, Hoechst cell count, imaging; cell count reduction, % at 2 µM; 93,000 compounds, 0.17% hits;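 active = cell count reduction exceeding the screen mean by over 5 SD, scaled to untreated wells per plate, cut at about 78% in these data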;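 note: cells counted after 24 h of TNF alpha exposure following the 1 h pretreatment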
IL1B cytotox: HUVEC cytotoxicity counter-screen, IL-1B stimulated; cell count reduction, % at 2 µM; 94,000 compounds, 0.41% hits; AID 845; HUVEC cell count loss, Hoechst imaging;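 active = cell count reduction more than 3 SD above the screen-wide mean, cut at about 70% in these data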;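 note: normalized per plate to untreated control cells as the no-loss baseline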
PLK1 PBD inh: inhibitors of human Plk1 polo box domain binding; P53350; Plk1 PBD phosphopeptide binding, fluorescence polarization; inhibition, %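 (tested at about 20 µM)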; 97,000 compounds, 0.13% hits; in the data active = inhibition above about 34%, passing the limit was not always enough
Target sequence (P53350 whole entry, looked up, the tested form may be a part): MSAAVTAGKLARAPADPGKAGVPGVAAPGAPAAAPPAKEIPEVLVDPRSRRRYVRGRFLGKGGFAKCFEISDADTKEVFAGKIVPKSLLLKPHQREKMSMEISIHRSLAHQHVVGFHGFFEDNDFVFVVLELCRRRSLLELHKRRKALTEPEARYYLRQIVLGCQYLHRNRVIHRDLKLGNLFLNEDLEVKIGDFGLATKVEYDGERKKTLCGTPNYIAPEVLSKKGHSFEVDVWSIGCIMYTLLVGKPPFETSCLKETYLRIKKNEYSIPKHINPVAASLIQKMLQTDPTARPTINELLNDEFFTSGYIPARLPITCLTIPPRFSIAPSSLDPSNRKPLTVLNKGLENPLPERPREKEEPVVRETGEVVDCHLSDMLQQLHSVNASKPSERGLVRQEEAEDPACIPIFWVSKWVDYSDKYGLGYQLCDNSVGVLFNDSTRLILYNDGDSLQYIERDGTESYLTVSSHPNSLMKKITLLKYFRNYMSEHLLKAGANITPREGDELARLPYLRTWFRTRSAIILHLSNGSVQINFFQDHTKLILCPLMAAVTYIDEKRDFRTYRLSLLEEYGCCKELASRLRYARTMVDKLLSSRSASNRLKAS
E coli WT exp: E. coli BW25113 growth inhibition, expanded screen; OD600 absorbance; growth inhibition, % at 100 µM; AID 710; 98,000 compounds, 0.15% hits;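 active = growth inhibition above about 50% at one test dose, limit read from the data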;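 note: growth measured after 20 h incubation at 37 °C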
sEH inhibitor: blocks human soluble epoxide hydrolase activity | 91,000 compounds, 0.34% hits | inhibition, % at 2 µM | recombinant human sEH enzymatic activity assay | P34913; in the data active = inhibition above about 80%; note: values of inactives mirror those of a sister screen read the other way; many of its hits are not listed in these tables
cytoskel mod: cytoskeleton assembly modification; HUVEC TNFa F-actin phalloidin imaging, high content; inhibition, % at 2 µM; 91,000 compounds, 0.18% hits; AID 836;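 active = inhibition above the batch mean plus 3 SD and confirmed as a hit by visual image inspection, cut at about 30% in these data, passing the limit was not always enough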; note: strong numbers were not always called active
PLK1 inh: blocks human PLK1 kinase activity | inhibition, % at 10 µM | P53350 | recombinant PLK1 kinase, TR-FRET peptide phosphorylation | 97,000 compounds, 0.53% hits;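 active = inhibition of 50% or more in the single-concentration screen; inactive = inhibition below 50%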;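 note: 0% = DMSO max control and 100% = H-89 dihydrochloride min control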
VCAM1 TNFa inh: reduces TNF alpha induced VCAM1 expression in HUVEC. HUVEC TNFa-induced VCAM-1 immunofluorescence, high-content imaging. inhibition, % at 2 µM. 95,000 compounds, 0.48% hits;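 active = inhibition above the batch mean plus 3 SD, with images confirmed as a hit by eye, cut at about 37% in these data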;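 note: 0% = TNF-stimulated DMSO wells and 100% = unstimulated control wells; not every result past the cut was called active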
hDAT+cocaine: changed human dopamine transporter uptake under cocaine IC80; Q01959; LLC-PK1 hDAT cells, [14C]-dopamine uptake with cocaine IC80; actives deviate in either direction; B-score at 10 µM; 110,000 compounds, 1.3% hits; AID 449768;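 active = Z score or B-score, a plate-position-corrected score, falls beyond the plate's 99.7% confidence bounds, in either direction; inactive = both scores lie inside the 99.7% bounds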;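 note: scored against the spread of the other compound wells on the same plate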
Active calls of the source: *; / = no result given.

SMILES	TNFa cytotox	IL1B cytotox	PLK1 PBD inh	E coli WT exp	sEH inhibitor	cytoskel mod	PLK1 inh	VCAM1 TNFa inh	hDAT+cocaine
CCN(CC)S(=O)(=O)c1cccc(NC(=O)C2SC(=Nc3ccc(C)cc3C)C(C(=O)NC(C)COC)=C2N)c1 (stereo unspecified)	-10	4	5	-12	-5	-4	-4	23	-1.9
CN(C)c1ncnc2c1NC1=C(S2)C(=NCCCC(=O)O)CC(C)(C)C1	-10	-14	-33	2	-14	/	-9	17	-1.3
CC(=O)NCCc1ccc(S(=O)(=O)N2CCOCC2)cc1	-17	27	-1	5	19	-7	-3	-4	-1.1
CS(=O)(=O)Nc1nnc(Cc2ccccc2)s1	-4	-8	-22	1	-11	-3	-2	17	-1.4
Cn1c(=O)oc2cc(S(=O)(=O)NCCC(=O)N3CCc4ccccc43)ccc21	-37	-19	-13	0	/	-11	-14	6	/
CC1(C)Cc2c(sc3c2C(=O)N(c2ccccc2)C2=NCCN23)CS1	-9	-5	-11	5	10	-7	0	-5	-0.0088
Cc1ccc(-c2nnn(CC(=O)N(CC3CCCO3)C(C(=O)NCC3CCCO3)c3ccc(F)cc3)n2)o1 (stereo unspecified)	14	30	15	/	0	0	-12	14	0.12
CC(=O)N1CCc2cc(S(=O)(=O)CCC(=O)Nc3cccc(F)c3)ccc21	-19	22	-18	/	2	-5	-14	-1	0.47
CSc1nc2ccc(N3C(=O)C4CCCCC4C3=O)cc2s1 (stereo unspecified)	4	-26	-6	-1	-6	-20	-12	3	-0.069
C/C(=N\S(=O)(=O)c1ccc(C)cc1)N1CCN(S(=O)(=O)c2ccccc2)C1C(C)C (stereo unspecified)	-10	-36	11	-6	31	2	-5	-9	0.91
COc1ccccc1N1CCN(S(=O)(=O)c2cccc(F)c2)CC1	-21	17	-29	-17	9	4	-10	7	-1.6
Cc1cccc(N2C(=O)CC(Sc3nnc(C)s3)C2=O)c1 (stereo unspecified)	-10	41	1	/	-2	-10	-16	18	0.014
N#Cc1c(NC(=O)CSc2nnnn2C2CCCCC2)sc2c1CCCC2	-6	39	27	2	12	13	-10	-20	-1.6
CCOC(=O)Cn1c(=O)c2c(nc3n2CCN3Cc2ccccc2)n(C)c1=O	4	42	8	-6	-6	-17	0	-1	-0.66
Cc1nnc(NC(=O)CSc2nccn2C)s1	18	20	-3	/	0	-1	-5	-10	-0.4
CCNC(=S)N/N=C/c1cc(Br)cc(Br)c1OC	-13	3	-40	-1	8	-14	-2	20	0.43
CC(C)(C)c1ccc(C(=O)Nc2ccccc2NC(=O)c2ccco2)cc1	-38	-34	29	/	3	3	-10	5	0.99
CCOC(=O)c1cc(OC(=O)c2cccs2)n(-c2ccccc2)n1	-22	-32	-4	-7	3	0	-6	-14	-0.87
Cc1nc2ccccc2cc1OCc1ccc(F)cc1	/	/	-33	6	/	/	-5	/	-1.3
O=P(COCCOCP(=O)(c1ccccc1)c1ccccc1)(c1ccccc1)c1ccccc1	22	3	4	1	-6	-8	-20	-12	-0.94
Cc1cc(C)c(NC(=O)c2ccc(S(=O)(=O)N(C)C)cc2)c(C)n1	2	-24	9	9	-23	-12	-7	-9	0.38
O=C(CCN1CCCC1Cc1ccccc1)c1ccc2c(c1)OCCO2 (stereo unspecified)	-5	2	0	2	3	-5	3	8	/
CCOc1ccccc1C(=O)NCCCn1ccnc1	11	3	-8	10	8	0	-9	16	/
N#Cc1ccc2ccn(CC(=O)NCc3ccccc3)c2c1	-3	-12	-20	3	10	-14	-14	23	-0.47
CN(C)c1ccc(C=C2C(=O)OC(C)(C(C)(C)C)OC2=O)cc1 (stereo unspecified)	0	-2	-13	0	2	27	-16	14	-0.6
O=C(Nc1ccccc1Cl)N1CCN(c2ccc3nnc(-c4ccc(F)cc4)n3n2)CC1	-43	-22	-14	-10	/	54	-4	0	/
Cc1onc(-c2ccccc2)c1C(=O)OCC(=O)Nc1ccc2c(c1)OCO2	-8	-22	-24	-4	14	-12	-2	-15	-0.71
O=S(=O)(NCc1ccc(Cl)cc1)c1ccc(Cl)nc1	-26	-27	-5	-2	-10	27	-12	12	-0.049
O=c1c(O)c(-c2ccc3c(c2)OCO3)oc2ccccc12	-6	-11	9	2	6	-29	-5	-3	-0.46
CCOC(=O)c1ccc2c(c1)nc(SCC(=O)c1ccco1)n2CC	-39	17	-16	-8	2	12	-12	7	-0.078
CCC(C)(C)n1nnnc1C(c1ccc2ncccc2c1)N1CCN2CCCC2C1 (stereo unspecified)	3	11	10	5	-7	6	-14	3	1.3
COc1ccc2ccccc2c1/C=N/O	2	-5	19	15	7	23	-8	9	-0.12
COC(=O)c1cc(OC)c(OC)cc1NC(=O)C1CCC(=O)N1S(=O)(=O)c1ccc(C)cc1 (stereo unspecified)	-14	-71	8	4	-13	-16	-13	14	0.24
CCOC(=O)c1sc(Nc2ccccc2)nc1C	-3	-5	-16	-1	6	2	2	-8	1.5
C=CCc1c(C)nc(N)[nH]c1=O	5	27	3	/	14	-5	-13	31	0.13
FC(F)(F)c1cccc(NC(=S)Nc2ccc(Cl)cc2Cl)c1	-42	-6	-7	15	18	-15	-8	-5	0.61
CCOC(=O)C1=C(C)Nc2nc3ccccc3n2C1c1ccccc1 (stereo unspecified)	-7	-13	-18	-1	12	3	-5	-12	-0.22
CCN1CCN(C(=O)CCNC(=O)Cn2ccc3ccccc3c2=O)CC1	-6	-2	-20	2	-10	-20	-9	18	0.98
COc1ccc(/C=N\N=C2/SC(CC(=O)O)C(=O)N2c2ccc(O)cc2)cc1 (stereo unspecified)	-5	-81	-18	0	-15	1	-13	-19	1.2
CC1CC(C)CN(CC(C)(C)NS(=O)(=O)c2ccc(Cl)cc2)C1 (stereo unspecified)	-17	5	6	-1	9	-8	-15	9	-0.16

2 entries drawn at random from the list so far, as already listed:
SMILES	TNFa cytotox	IL1B cytotox	PLK1 PBD inh	E coli WT exp	sEH inhibitor	cytoskel mod	PLK1 inh	VCAM1 TNFa inh	hDAT+cocaine
CCOC(=O)c1sc(Nc2ccccc2)nc1C	-3	-5	-16	-1	6	2	2	-8	1.5
CCC(C)(C)n1nnnc1C(c1ccc2ncccc2c1)N1CCN2CCCC2C1 (stereo unspecified)	3	11	10	5	-7	6	-14	3	1.3

Back to the main list, repeating the 3 entries before the break.
SMILES	TNFa cytotox	IL1B cytotox	PLK1 PBD inh	E coli WT exp	sEH inhibitor	cytoskel mod	PLK1 inh	VCAM1 TNFa inh	hDAT+cocaine
CCN1CCN(C(=O)CCNC(=O)Cn2ccc3ccccc3c2=O)CC1	-6	-2	-20	2	-10	-20	-9	18	0.98
COc1ccc(/C=N\N=C2/SC(CC(=O)O)C(=O)N2c2ccc(O)cc2)cc1 (stereo unspecified)	-5	-81	-18	0	-15	1	-13	-19	1.2
CC1CC(C)CN(CC(C)(C)NS(=O)(=O)c2ccc(Cl)cc2)C1 (stereo unspecified)	-17	5	6	-1	9	-8	-15	9	-0.16
CN(C)CCNC(=O)C1CC(=O)N(c2ccc(F)c(Cl)c2)C1 (stereo unspecified)	-10	-12	-17	4	-12	-10	4	-6	-0.044
O=C1CC(N2CCN(c3ccc(S(=O)(=O)N4CCCC4)cc3)CC2)C(=O)N1c1ccc(F)cc1 (stereo unspecified)	-2	3	4	-10	4	-17	-11	12	0.6
CC(Sc1nc(N)cc(=O)[nH]1)C(=O)NC1CCCCC1 (stereo unspecified)	-10	5	-14	-2	4	-7	-4	94*	0.011
Fc1ccc2c(c1)C(c1ccncc1)=NNC(c1ccc(Cl)cc1)=N2	-21	-35	23	-5	8	27	-4	4	-0.17
CC(C)C(NS(=O)(=O)c1cccc2nsnc12)C(=O)NCCC1=CCCCC1 (stereo unspecified)	-12	7	4	-3	-1	2	-7	12	0.94
CN1CCN(C(=O)C2CCC(CNS(=O)(=O)c3cccc4cccnc34)CC2)CC1 (stereo unspecified)	-24	16	-2	5	4	12	-9	18	-1.4
O=C(NC1CCN(Cc2ccccc2)CC1)C1CCN(S(=O)(=O)c2cccc3nsnc23)CC1	-4	-8	-33	0	4	-23	-3	22	0.18
CCOC(=O)N1CCC(NC(=O)CCc2nc(-c3ccc(C)cc3)no2)CC1	-9	-13	2	-14	1	11	-8	-1	-0.024
COc1ccc(OC)c(NC(=O)Cn2cc(C(=O)c3ccco3)c3ccccc32)c1	/	-4	-4	-9	-13	-29	-5	0	-0.13
Clc1ccc(CN2C3=NCCN3c3ccccc32)cc1Cl	-25	8	-30	37	-5	-43	-3	-3	0.44
CCOC(=O)CC(=O)CSc1nc2ccccc2c(=O)n1-c1ccc(C(=O)N2CCOCC2)cc1	-16	-29	-11	0	/	0	-14	13	1.1
Cc1cc(C(=O)CSc2nnc3c(Cl)cc(Cl)cn23)c(C)n1C	-9	-11	23	5	3	-4	-8	9	0.67
O=C(NCc1ccc(F)cc1)C(Cc1ccccc1)NS(=O)(=O)c1cccs1 (stereo unspecified)	-17	-16	-8	2	8	-12	-27	-1	-0.71
Cn1c(=O)c2c(nc(OC/C=C/c3ccccc3)n2C)n(C)c1=O	5	-10	1	/	/	2	-14	-5	0.0035
CC(C)C1OC2c3cccc4cccc(c34)C2N1c1ccccc1 (stereo unspecified)	-17	19	1	/	4	-9	-14	2	-0.72
C=CCn1c(SC(C)C(=O)NCCC2=CCCCC2)nc2ccccc2c1=O (stereo unspecified)	-30	2	-18	-5	-4	12	-12	-3	1.8
CCN(CC)CCNC(=O)c1ccc(Cl)c(S(=O)(=O)N2CCCCCC2)c1	-25	-26	-17	-4	19	-6	-9	18	0.27
COc1ccc(CCCc2nnc(SCC(=O)Nc3ccc(C)c(C)c3)o2)cc1	-19	-9	1	-5	12	5	-12	14	-2.1
Cc1ccc(S(=O)(=O)N2CCOCC2)cc1NC(=O)COC(=O)CSc1ccc(Br)cc1C	-5	10	8	1	8	-13	-10	14	-2.1
CCC(=O)N(Cc1cc2cccc(C)c2[nH]c1=O)c1ccccc1OC	-15	-18	-15	1	9	5	-10	-15	0.95
CN(C)CCOc1ccccc1-c1ccccc1	3	2	-13	0	-11	-10	-14	11	0.71
COc1ccc(CN2CCN(C(=O)c3cc(OC)c(OC)c(OC)c3)CC2)cc1OC	-12	14	-6	-1	-11	-12	-7	9	1.4
CCCCN(C)C(=O)CS(=O)(=O)Cc1nc(-c2cccc(OC)c2)oc1C	-15	-57	2	4	-10	6	-1	9	1.4
CCOC(=O)c1csc(NC(=O)CSc2nnnn2-c2ccc3c(c2)OCCO3)n1	/	-20	-2	/	-1	-13	-5	-22	-0.24
COc1ccc(C(=O)CSc2nccc(=O)[nH]2)cc1	-5	-9	4	-11	-4	-2	-19	1	0.49
Cc1nn(Cc2ccccc2)c(C)c1NC(=O)Cn1nc([N+](=O)[O-])c(Cl)c1C	2	-37	6	-8	-9	10	-13	19	-0.46
CC(C)(C)n1nnc(CCc2nnn(C(C)(C)C)n2)n1	-2	10	-3	2	4	-31	-11	7	-0.23
Cc1nc(N2CCOCC2)c2oc3ccccc3c2n1	-9	-27	-3	24	-12	12	-5	4	0.29
Cc1[nH]nc(SCC(=O)N2CCCCC2)c1[N+](=O)[O-]	-14	3	-32	6	-4	/	-3	10	-0.48
O=C(Cc1n[nH]c(=O)c2ccccc12)OCC(=O)c1ccc2c(c1)OCCO2	29	15	-28	-3	8	-11	6	6	0.29
Cc1c(/C=N/NC(=O)c2sc3ccccc3c2Cl)cnn1C	-4	-21	-15	9	-5	18	3	10	0.6
C=CCN(CCNP(=O)(OCC)OCC)CP(=O)(OCC)OCC	-23	-22	10	1	/	20	-3	4	0.17
CCOC(=O)c1cnc(SCc2ccc(C(C)(C)C)cc2)nc1N	-26	1	-10	-2	10	8	-2	-9	-0.25
Cc1ccccc1NCCNc1ccccc1C	-26	-22	-2	9	-11	/	-3	12	0.48
CN(C)S(=O)(=O)c1ccccc1C#N	15	-12	-5	-1	11	2	-9	23	-0.096
Cc1ccc(C)c(CSc2nnc(-c3cccnc3)n2N)c1	-2	-28	-41	2	0	/	-14	8	-0.059
Cc1ccccc1C(=O)N1CCN(c2ccccn2)CC1	0	10	3	/	9	-19	-4	11	-0.57
